High-throughput results deposited in PubChem by National Center for Advancing Translational Sciences (NCATS).
Tau fluor cs = counter-screen for tau fibril formation inhibitors; tau K18 P301L Alexa594 fluorescence, heparin fibrillization; Potency, µM (series often up to 57.7 µM), for the others: top-dose activity change, negative = decrease; 280,000 compounds, 0.93% hits; AID 1463; further: on the % scale 0 is the no-effect control and ±100 the full control effect; nearly all actives have a fitted effect of over 55% in size
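Human tau K18 P301L (15 uM unlabeled, 0.24 uM Alexa 594-labeled) in 100 mM sodium acetate pH 7 with 20 uM heparin, 6 hr at 37 C. ThT 30 uM added, 1 hr ambient; Alexa 594 FP and total fluorescence read at 555/632 nm.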
GAA inhib = alpha-glucosidase (human) inhibition; AID 1466; Potency, µM (top dose mostly 76.9 µM), for the others: at the top dose activity change, negative = inhibition, usual class: inhibitors; 200,000 compounds, 0.005% hits; P10253; purified human GAA, 4-MU-alpha-glucoside fluorescence;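 further: plate controls were uninhibited enzyme wells for no effect and no-enzyme background for full effect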
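qHTS format, compound range up to 77 uM. Human lysosomal enzyme at 4 nM, 400 uM 4-MU glucoside substrate, pH 5.0, 20 min room temperature; fluorescence after alkaline stop gives activity normalized to controls.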
aGlu spleen mod = lysosomal alpha-glucosidase (human) modulation. P10253. human spleen homogenate, 4-MU-alpha-glucoside fluorescence. Potency, µM (doses to about 79.9 µM), for inactives: at the highest dose activity change, negative = inhibition, actives largely listed as inhibitors. 240,000 compounds, 0.006% hits. AID 2112;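 further: 0% = enzyme with vehicle and -100% = no enzyme basal signal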
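Enzyme source: human spleen homogenate, 1 ug/well. Buffer 50 mM citric acid/K phosphate pH 5.0, 0.01% Tween-20. 4-MU-alpha-glucoside 1 mM; 37 C x 40 min; NaOH/glycine stop; fluorescence.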
ALDH1A1 block = ALDH1A1 (human) enzyme inhibition. P00352. Potency, µM (doses to about 75.3 µM), for inactives: at the top dose activity, negative = inhibition, most hits filed as inhibitors. 220,000 compounds, 7.3% hits. Purified ALDH1A1, NADH fluorescence, propionaldehyde substrate; active means well fitted inhibition curve with a large enough effect, not every such curve was filed as active; inconclusive means small, poorly fitted or top-dose-only effect, or another doubt; inactive means no such curve, though single readings can be large or run the other way;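 further: plate controls were no enzyme wells and a reference inhibitor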
Target sequence (P00352 whole entry, looked up): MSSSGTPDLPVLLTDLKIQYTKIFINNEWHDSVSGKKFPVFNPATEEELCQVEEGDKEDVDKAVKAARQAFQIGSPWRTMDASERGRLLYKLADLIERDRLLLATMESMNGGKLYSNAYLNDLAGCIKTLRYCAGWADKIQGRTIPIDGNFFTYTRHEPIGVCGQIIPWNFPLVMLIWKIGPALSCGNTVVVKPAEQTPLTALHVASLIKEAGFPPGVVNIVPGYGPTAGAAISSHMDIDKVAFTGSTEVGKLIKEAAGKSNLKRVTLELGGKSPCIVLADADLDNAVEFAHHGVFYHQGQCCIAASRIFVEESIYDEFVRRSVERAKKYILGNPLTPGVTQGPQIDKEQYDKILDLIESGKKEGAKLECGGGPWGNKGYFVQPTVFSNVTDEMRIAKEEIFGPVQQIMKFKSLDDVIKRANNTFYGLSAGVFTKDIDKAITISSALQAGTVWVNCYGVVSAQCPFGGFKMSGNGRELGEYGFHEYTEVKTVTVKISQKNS
GAA glycogen mod = GAA glycogen-cleavage inhibition or activation | recombinant GAA, glycogen substrate, Amplex Red glucose oxidase fluorescence | Potency, µM (top dose mostly 76.4 µM), for the others: at the highest dose activity change, negative = inhibition, hits mostly inhibitors | 300,000 compounds, 0.38% hits;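 further: 0% = full enzyme reaction and -100% = no-enzyme basal signal; the screen sought inhibitors and activators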
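Natural-substrate format: glycogen cleavage by 4 nM human enzyme, glucose read by Amplex Red coupling (Ex 573, Em 610 nm). Normalized to enzyme and no-enzyme controls.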
Epigenetic reg = epigenetic control regulation, reporter derepression; murine LDR cells, GFP reporter derepression, 30 h; Potency, µM (series often up to 53.9 µM), for the others: at the top dose GFP activation, usual class: activators; 280,000 compounds, 0.2% hits; further: % of control where 0% means no effect; nearly all actives have a fitted effect of over 60% in size
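Derepression of a silenced CMV-GFP reporter in murine LDR cells is scored by enumerating GFP-positive cells with a laser-scanning microplate cytometer after 30 hours of treatment at 37 C.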
NPSR antagonist = blocks cAMP signaling of the human neuropeptide S receptor; Potency, µM (titrated, usually from 38.3 µM), without a hit: at the highest dose activity change, negative = inhibition, usual class: inhibitors; CHO-NPSR cells, cAMP TR-FRET, antagonist mode; 220,000 compounds, 1% hits; Q6W5P4; further: on the % scale 0 is the no-effect control and ±100 the full control effect; nearly all actives have a fitted effect of over 50% in size; many of its hits are not listed in these tables
Target sequence (Q6W5P4 whole entry, looked up): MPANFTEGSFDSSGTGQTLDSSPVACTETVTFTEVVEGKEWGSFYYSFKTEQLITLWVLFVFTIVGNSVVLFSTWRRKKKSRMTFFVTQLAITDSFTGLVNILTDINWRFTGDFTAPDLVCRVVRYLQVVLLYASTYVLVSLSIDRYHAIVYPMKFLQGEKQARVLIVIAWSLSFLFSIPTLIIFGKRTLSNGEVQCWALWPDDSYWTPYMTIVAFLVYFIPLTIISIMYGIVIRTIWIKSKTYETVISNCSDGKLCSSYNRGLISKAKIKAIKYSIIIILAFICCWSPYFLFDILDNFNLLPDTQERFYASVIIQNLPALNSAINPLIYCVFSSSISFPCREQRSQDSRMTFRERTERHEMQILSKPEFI
aGal spleen mod = inhibits or activates alpha-galactosidase in human spleen homogenate | P06280 | human spleen homogenate, 4MU-alpha-Gal fluorescence, 40 min | Potency, µM (highest dose often 80 µM), without a hit: at the top dose activity change, negative = inhibition, usual class: inhibitors | 240,000 compounds, 0.008% hits | AID 2107;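 further: 0% = enzyme with vehicle and -100% = no enzyme basal signal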
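Inhibition or activation of alpha-galactosidase in human spleen homogenate is scored by 4-MU fluorescence after 40 min at 37C, pH 5.0, with 1 mM substrate. AC50s come from concentration-response fitted to the Hill equation.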
Numbers without * were called inactive; ? = inconclusive; nt = not tested or not shown; & = joins results of further samples; [ ] = remark or other dose. Unless noted, the call rests on the fitted dose curve; in most records, active means well fitted curve in the direction sought with a large enough effect; inconclusive means small, poorly fitted or top-dose-only effect, or another doubt; inactive means no such curve, though single readings can be large; an effect the other way counts as inactive or inconclusive. Potency means the concentration at half of the fitted maximal effect.

SMILES	Tau fluor cs	GAA inhib	aGlu spleen mod	ALDH1A1 block	GAA glycogen mod	Epigenetic reg	NPSR antagonist	aGal spleen mod
Oc1ccc(/C=N/NC(=S)N/N=C/c2ccc(O)cc2)cc1	10%	5%	2%	-9%	3.5µM*	15%	-1%	-16%
COC(=O)c1ccccc1NC(=O)c1ccc(Cn2cc(Cl)cn2)o1	-5%	3%	2%	-2%	7%	0.0%	-10%[46.1 µM]	-6%
O=C(N/N=C/c1ccc(-c2cccc([N+](=O)[O-])c2)o1)[C@H]1C[C@@H]1c1ccccc1	?	-6%	2%	7%	5%	1.9%	-25%	7%
Cn1cc(Br)c(C(=O)N2CCN(c3cccc(Cl)c3)CC2)n1	-9%	2%	-3%	0%	-6%	0.0%	-5%[46.1 µM]	-2%
CC(C)(C)C1CCC(OC(=O)C[N+]2(C)CCCC2)CC1 (stereo unspecified)	-12%	-9%	-9%	-1%	6%	3.2%	9%	-6%
Nc1cc(=O)[nH]c(SCC(=O)Nc2cccc(Cl)c2Cl)n1	-3%	-8%	-3%	-3%	3%	-0.3%	11%	-2%
O=C(OCC1CC(c2ccccc2)=NO1)c1ccc(Cl)cc1 (stereo unspecified)	-6%	3%	-10%	15%	4%	-0.9%	-10%[46.1 µM]	1%
Cc1ccc(C2NC(=O)c3c(sc4c3CCN(C)C4)N2)s1 (stereo unspecified)	-14%	?	23%	?	?	1.8%	-27%[46.1 µM]	?
COc1ccccc1NCCC(=O)OCC(=O)NC1CC1	4%	5%	-1%	6%	8%	11%	21%	-5%
C/C(=N\Nc1cc(C)nc(-c2ccccc2)n1)c1cccc([N+](=O)[O-])c1	2%	1%	2%	13µM*	-7%	-1.1%	54%	5%
O=C(CCSc1ccc(Cl)cc1)Nc1cccnc1	-12%	-6%	-13%	-8%	-17%	-1.1%	-9%	-2%
CC1CCN(C(=O)CCNC(=O)Cn2cnc3sc4c(c3c2=O)CCCC4)CC1	-4%	-1%	-1%	?	4%	-1.4%	-1%[46.1 µM]	-8%
O=C(CN(CC1CCCO1)S(=O)(=O)c1ccc(S(=O)(=O)NC2CC2)cc1)Nc1ccccc1 (stereo unspecified)	-16%	?	-6%	-3%	-1%	0.3%	-12%[46.1 µM]	8%
COC(C[C@H]1O[C@H]1[C@H](O)[C@@H](C)OCc1ccccc1)OC	11%	nt	-5%	nt	3%	-0.2%	23%	1%
CCOC(=O)NCc1ccc(S(=O)(=O)Nc2c(C)cccc2C)cc1	-10%	?	-9%	4%	-1%	-1.0%	-8%[46.1 µM]	-4%
Cc1ccc(C(=O)CSc2nnc(-c3c[nH]c4ccccc34)o2)cc1	?	1%	-5%	5%	1%	-3.0%	-21%[46.1 µM]	-4%
CC(NC(=O)Cn1ncc(Cl)c(Cl)c1=O)C12CC3CC(CC(C3)C1)C2 (stereo unspecified)	2%	-11%	-6%	?	-1%	?	10µM*	6%
CN(Cc1ccco1)C(=O)C1CCC(=O)N1Cc1ccc(F)cc1 (stereo unspecified)	2%	7%	12%	5%	2%	-1.2%	-2%[46.1 µM]	9%
COc1ccc(/C=C/C(=O)Nc2ccc3nc4n(c(=O)c3c2)CCCC4)cc1OC	-13%	8%	5%	?	-6%	-0.2%	13%	0%
O=C(NCc1ccc2c(c1)OCO2)C1CC(=O)N(c2ccc(O)cc2)C1 (stereo unspecified)	1%	-1%	-6%	-6%	-1%	-1.0%	6%[46.1 µM]	-1%
CN(C)CCCOC(=O)c1sc2ccccc2c1Cl	8%	?	-1%	?	13%	0.0%	14%	9%
COc1cc(C(=O)NCCCNc2nc3cc(C)c(C)cc3cc2C#N)cc(OC)c1OC	-14%	?	5%	?	-1%	1.3%	19%	19%
O=C(NCc1ccco1)c1ccc(S(=O)(=O)c2cccc(S(=O)(=O)N3CCOCC3)c2)cc1	1%	-14%	-7%	?	-3%	-1.1%	-13%[46.1 µM]	6%
COc1ccc(-c2nc(CN(CC3CCC(=O)N3)C(C)C)c(C)o2)c(C)c1C (stereo unspecified)	6%[2.34 µM]	?	-1%	4%	4%	-1.0%	-5%	3%
O=C(/C=C/c1ccc(F)cc1)NC(=S)N1CCCCC1c1cccnc1 (stereo unspecified)	-20%	-6%[15.4 µM]	5%	nt	2%	0.4%	8%	6%
SMILES	Tau fluor cs	GAA inhib	aGlu spleen mod	ALDH1A1 block	GAA glycogen mod	Epigenetic reg	NPSR antagonist	aGal spleen mod
CN(C)c1ccc(CNCCC(Cc2ccccc2)c2ccco2)cc1 (stereo unspecified)	-27%	-2%[15.4 µM]	-7%	nt	-26%	-6.7%	?	0%
Cc1cc(C)c2c(=O)n(CC(=O)Nc3ccc(Br)c(C)c3)sc2n1	?	nt	-3%	nt	-8%	0.0%	-46%	5%
O=c1c2c(-c3ccc([N+](=O)[O-])cc3)csc2nc2n1CCCCC2	-15%	-13%	1%	?	5%	6.6%	-42%	-1%
O=C(Nc1ncc(Cc2cccc(Cl)c2)s1)C1=NCCN1	-8%	6%	-7%	4%	10%	0.2%	4%[46.1 µM]	2%
O=C1C=C(O)c2ccccc2C1=O	-14%&-14%	nt	-3%&6%	16µM*	nt	-0.1%&3.1%	nt	-2%&3%
O=C(Nc1nc2cc3c(cc2s1)OCCO3)c1cccc(S(=O)(=O)N2CCOCC2)c1	?	-10%	-7%	?	-13%	-0.9%	-18%[46.1 µM]	-16%
COc1c(O)c(O)cc2c1oc1c3cc(C)ccc3oc(=O)c21	10µM*[quencher]	nt	0%	-8%	nt	?	nt	1%
COC(=O)CCCC1=CC2=CC(=O)C(C)(OC(=O)c3cccs3)C(=O)C2=CN1C(CO)CO (stereo unspecified)	0%[11.6 µM]	nt	-9%[17.4 µM]	-1%[13.5 µM]	nt	nt	nt	3%[17.5 µM]
Cc1ccc(Cn2ccc(NC(=O)c3nc4ncccn4n3)n2)cc1	2%	-3%	-8%	5%	5%	-1.6%	-4%[46.1 µM]	-2%
COC(=O)C(NNc1ccccc1)(NC(=O)c1cccc(F)c1)C(F)(F)F (stereo unspecified)	-12%	-4%	-5%	7%	-6%	0.1%	-23%[46.1 µM]	1%
O=[N+]([O-])c1cccc(/C([O-])=C(/C(=S)Nc2ccccc2)[n+]2ccccc2)c1	-2%	?	-4%	?	-7%	6.4%	9%	-13%
O=C(OCCN1CCOCC1)c1cccs1	6%	-1%[15.4 µM]	-10%	6%	8%	2.4%	9%[46.1 µM]	5%
CO/N=C/CC(=O)Nc1ccc(F)cc1F	2%	1%	-1%	10%	-2%	1.7%	8%[46.1 µM]	-6%
O=C1c2nc3ccccn3c2C(=O)N1Cc1ccccc1	1%	-4%	-2%	18µM*	4%	2.0%	1%[46.1 µM]	0%
C=CCOC(=O)C1C(=O)CC(C)(O)C(C(=O)OCC=C)C1c1ccc(N(C)C)cc1 (stereo unspecified)	-6%	2%	-3%	-12%	?	6.9%	9%	-11%
C/C(=N\NC(N)=O)c1cc(Cl)cc(Cl)c1O	8%	nt	-9%	nt	1%	0.0%	3%	-7%
CCOC(=O)c1cnn(-c2ncnc3sc(C)c(C)c23)c1N	-1%	2%	2%	10%	2%	-0.8%	-5%[46.1 µM]	-3%
Nc1cc(=O)[nH]c(=S)n1-c1cccc(C(F)(F)F)c1	-10%	?	-2%	-9%	1%	-0.7%	7%[46.1 µM]	2%

In a second layout: 14 of the compounds above
Structure,Tau fluor cs,GAA inhib,aGlu spleen mod,ALDH1A1 block,GAA glycogen mod,Epigenetic reg,NPSR antagonist,aGal spleen mod
O=C1C=C(O)c2ccccc2C1=O,-14%&-14%,nt,-3%&6%,16µM*,nt,-0.1%&3.1%,nt,-2%&3%
O=C(Nc1nc2cc3c(cc2s1)OCCO3)c1cccc(S(=O)(=O)N2CCOCC2)c1,?,-10%,-7%,?,-13%,-0.9%,-18%[46.1 µM],-16%
COc1c(O)c(O)cc2c1oc1c3cc(C)ccc3oc(=O)c21,10µM*[quencher],nt,0%,-8%,nt,?,nt,1%
COC(=O)CCCC1=CC2=CC(=O)C(C)(OC(=O)c3cccs3)C(=O)C2=CN1C(CO)CO (stereo unspecified),0%[11.6 µM],nt,-9%[17.4 µM],-1%[13.5 µM],nt,nt,nt,3%[17.5 µM]
Cc1ccc(Cn2ccc(NC(=O)c3nc4ncccn4n3)n2)cc1,2%,-3%,-8%,5%,5%,-1.6%,-4%[46.1 µM],-2%
COC(=O)C(NNc1ccccc1)(NC(=O)c1cccc(F)c1)C(F)(F)F (stereo unspecified),-12%,-4%,-5%,7%,-6%,0.1%,-23%[46.1 µM],1%
O=[N+]([O-])c1cccc(/C([O-])=C(/C(=S)Nc2ccccc2)[n+]2ccccc2)c1,-2%,?,-4%,?,-7%,6.4%,9%,-13%
O=C(OCCN1CCOCC1)c1cccs1,6%,-1%[15.4 µM],-10%,6%,8%,2.4%,9%[46.1 µM],5%
CO/N=C/CC(=O)Nc1ccc(F)cc1F,2%,1%,-1%,10%,-2%,1.7%,8%[46.1 µM],-6%
O=C1c2nc3ccccn3c2C(=O)N1Cc1ccccc1,1%,-4%,-2%,18µM*,4%,2.0%,1%[46.1 µM],0%
C=CCOC(=O)C1C(=O)CC(C)(O)C(C(=O)OCC=C)C1c1ccc(N(C)C)cc1 (stereo unspecified),-6%,2%,-3%,-12%,?,6.9%,9%,-11%
C/C(=N\NC(N)=O)c1cc(Cl)cc(Cl)c1O,8%,nt,-9%,nt,1%,0.0%,3%,-7%
CCOC(=O)c1cnn(-c2ncnc3sc(C)c(C)c23)c1N,-1%,2%,2%,10%,2%,-0.8%,-5%[46.1 µM],-3%
Nc1cc(=O)[nH]c(=S)n1-c1cccc(C(F)(F)F)c1,-10%,?,-2%,-9%,1%,-0.7%,7%[46.1 µM],2%

Some values from above:
C/C(=N\NC(N)=O)c1cc(Cl)cc(Cl)c1O in aGal spleen mod shows -7%
O=C(Nc1nc2cc3c(cc2s1)OCCO3)c1cccc(S(=O)(=O)N2CCOCC2)c1 in GAA glycogen mod shows -13%

The list is partial; rates above refer to the full screens.
